Screens from PubChem BioAssay.
SRC2 inh – inhibition of GAL4-SRC2 driven luciferase reporter, primary screen, SRC2 inhibitor project, cell-based, luminescence. hit rate 0.17% among 370,000. AID 651957, 2012. inhibition, % at 9 µM. HEK293 GAL4-SRC2 luciferase reporter. Nuclear receptor coactivator 2 (Homo sapiens), Q15596;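 active = inhibition above the mean inhibition of all tested compounds plus 3 SD, set per campaign, cut at about 52% in these data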;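 also: 0% = DMSO treated cells and 100% = cells given Gossypol at 36 µM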
C8 TRAIL sens – viability loss with TRAIL in NB7+C8 cells, primary screen, TRAIL sensitizer project, cell-based, ATPlite luminescence | inhibition (viability loss, TRAIL sensitization), % at 10 µM | hit rate 1% among 360,000;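 active = compounds causing at least 50% loss of cell viability in the single-dose screen, relative to plate controls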
TWEAK-Fn14 inh – inhibitors of TWEAK-Fn14 signaling, primary screen, luciferase reporter cells, uHTS; hit rate 2% among 360,000; AID 1159606, 2016; inhibition, % at 10 µM; TWEAK-stimulated Fn14 reporter cells, luciferase luminescence, 8 h; in the data active = inhibition above about 50%
NCOA3 inh – SRC3 coactivator transcriptional activity inhibitors, primary screen, cell-based, luminescence; Nuclear receptor coactivator 3 (Homo sapiens), Q9Y6Q9; HEK293 GAL4-SRC3 luciferase reporter; inhibition, % at 3.6 µM; hit rate 0.17% among 360,000; AID 588352, 2011;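 active = inhibition above a per-campaign cutoff, the mean of all compounds plus 3 SD, cut at about 60% in these data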;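 also: 0% = DMSO-treated cells and 100% = gossypol-treated cells at 36 µM; higher means less SRC3-driven luciferase light from the GAL4 reporter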
Target sequence (Q9Y6Q9 whole entry, looked up, the tested form may be a part): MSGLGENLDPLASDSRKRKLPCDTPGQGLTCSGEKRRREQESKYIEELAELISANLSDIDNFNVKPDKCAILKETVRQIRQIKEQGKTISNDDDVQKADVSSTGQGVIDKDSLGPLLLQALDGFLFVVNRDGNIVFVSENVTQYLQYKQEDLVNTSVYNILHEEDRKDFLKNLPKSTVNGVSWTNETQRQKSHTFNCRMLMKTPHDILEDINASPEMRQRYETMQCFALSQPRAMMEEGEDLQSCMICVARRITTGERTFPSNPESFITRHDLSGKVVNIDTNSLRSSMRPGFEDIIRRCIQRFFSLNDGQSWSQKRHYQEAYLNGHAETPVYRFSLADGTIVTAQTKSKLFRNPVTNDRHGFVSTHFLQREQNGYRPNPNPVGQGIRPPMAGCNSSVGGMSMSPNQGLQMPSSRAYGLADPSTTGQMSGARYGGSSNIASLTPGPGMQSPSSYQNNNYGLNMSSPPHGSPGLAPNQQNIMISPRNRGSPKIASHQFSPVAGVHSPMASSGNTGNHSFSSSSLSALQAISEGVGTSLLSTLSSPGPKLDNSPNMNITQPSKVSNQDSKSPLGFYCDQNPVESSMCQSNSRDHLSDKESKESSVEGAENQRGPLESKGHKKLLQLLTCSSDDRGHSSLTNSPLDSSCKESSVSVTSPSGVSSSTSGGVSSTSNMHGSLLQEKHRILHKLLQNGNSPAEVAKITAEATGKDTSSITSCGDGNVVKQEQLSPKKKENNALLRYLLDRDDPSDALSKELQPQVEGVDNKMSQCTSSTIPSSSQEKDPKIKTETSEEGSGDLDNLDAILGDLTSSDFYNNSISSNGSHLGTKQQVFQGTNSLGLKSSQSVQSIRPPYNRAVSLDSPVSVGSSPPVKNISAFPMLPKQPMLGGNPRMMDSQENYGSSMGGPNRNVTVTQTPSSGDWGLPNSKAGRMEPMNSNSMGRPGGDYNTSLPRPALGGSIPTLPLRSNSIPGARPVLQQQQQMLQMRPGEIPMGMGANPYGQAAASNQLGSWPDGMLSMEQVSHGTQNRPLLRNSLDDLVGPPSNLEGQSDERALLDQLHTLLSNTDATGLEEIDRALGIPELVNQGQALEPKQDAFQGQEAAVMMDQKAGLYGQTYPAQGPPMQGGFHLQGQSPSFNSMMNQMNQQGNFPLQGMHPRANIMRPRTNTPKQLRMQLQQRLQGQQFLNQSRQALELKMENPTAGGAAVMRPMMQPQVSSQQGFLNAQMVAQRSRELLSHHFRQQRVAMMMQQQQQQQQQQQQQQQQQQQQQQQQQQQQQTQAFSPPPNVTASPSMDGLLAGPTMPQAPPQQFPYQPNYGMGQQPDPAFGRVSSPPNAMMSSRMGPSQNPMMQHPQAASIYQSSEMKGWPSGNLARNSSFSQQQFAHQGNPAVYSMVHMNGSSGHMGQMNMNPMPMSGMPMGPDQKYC
LRH-1 inv ag – LRH-1 (NR5A2) inverse agonists, primary screen, cell-based, luminescence, HEK293T, StAR-luciferase reporter; Nuclear receptor subfamily 5 group A member 2 (Homo sapiens), O00482; LRH-1 transfected, 24 h; inhibition, % at 3.6 µM; hit rate 0.13% among 360,000; AID 602396, 2012;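 active = inhibition above the mean inhibition of all tested compounds plus 3 SD, cut at about 73% in these data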;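 also: 0% = DMSO wells and 100% = reporter-only cells lacking LRH-1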
EBV LMP1 NFkB – EBV LMP1-driven NF-kappaB luciferase reporter inhibitors, primary screen, cell-based, luminescence, single point; LMP1-induced NF-kappaB luciferase reporter cells; inhibition, % at 12.5 µM; hit rate 0.69% among 350,000; AID 504558, 2011; in the data active = inhibition above about 41%;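 also: 0% = neutral control wells and 100% = reference inhibitor control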
TROY NFkB inh – inhibitors of TROY-driven NF-kB signaling, primary screen, Q293 LMP1-TROYcd cells, NF-kB luciferase, uHTS. AID 1347056, 2019. hit rate 0.98% among 360,000. Q293 LMP1-TROYcd NF-kB luciferase reporter, 4 h. inhibition, % at 10 µM;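 active = compounds whose plate-normalised and pattern-corrected inhibition of the luciferase reporter signal at the single screening dose is 50% or more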
TLR9-MyD88 block – inhibitors of TLR9-MyD88 association in cells, primary screen, cell-based, CHO, BLA complementation, fluorescence; Toll-like receptor 9 (Homo sapiens) + Myeloid differentiation primary response protein …; CCF4 FRET ratio; inhibition, % at 4.98 µM; hit rate 0.21% among 340,000; AID 504734, 2011;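 active = inhibition above the mean over all tested compounds plus 3 SD, cut at about 21% in these data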;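 also: 0% = DMSO only wells and 100% = clavulanate BLA inhibitor control wells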
COUP-TFII inh – NR2F2 transcriptional activity inhibitors, primary screen, cell-based, luciferase reporter, HEK293T, luminescence | COUP transcription factor 2 (Homo sapiens), P24468 | HEK293T NGFI-A luciferase reporter | inhibition, % at 8.6 µM | hit rate 0.7% among 370,000 | AID 686940, 2013;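 active = inhibition above a per-plate cutoff, mean inhibition of test wells between control levels plus 3 SD, cut at about 38% in these data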;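 also: cells cotransfected with COUP-TFII expression vector driving the NGFI-A reporter; 0% = median of COUP-TF2 test wells and 100% = reporter-only cells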
SRC1 inh – SRC1 coactivator transcriptional activity inhibitors, primary screen, cell-based, luminescence. Nuclear receptor coactivator 1 (Homo sapiens), Q15788. HEK293 GAL4-SRC1 luciferase reporter. inhibition, % at 3.6 µM. hit rate 0.12% among 360,000;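 active = inhibition above the campaign mean plus 3 SD, with each screening campaign given its own cutoff, cut at about 60% in these data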;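 also: 0% = DMSO treated cells and 100% = gossypol at 36 µM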
NOD2 RIPK2 PPI – NOD2-RIPK2 binding disruptors in cells, primary screen, fluorescence, CHO cells, BLA complementation; inhibition, % at 4.98 µM; CCF4 ratio; Receptor-interacting serine/threonine-protein kinase 2 (Homo sapiens), O43353; AID 624267, 2012; hit rate 0.38% among 360,000; in the data active = inhibition above about 21%;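 also: 0% = vehicle only and 100% = reference blocker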
* = called active by the depositor; / = not tested or not shown.

SMILES	SRC2 inh	C8 TRAIL sens	TWEAK-Fn14 inh	NCOA3 inh	LRH-1 inv ag	EBV LMP1 NFkB	TROY NFkB inh	TLR9-MyD88 block	COUP-TFII inh	SRC1 inh	NOD2 RIPK2 PPI
COc1ccc(C(=O)OCC(=O)NCC2CCCO2)cc1S(=O)(=O)N1CCCc2ccccc21 (stereo not drawn)	-58	6	29	18	-11	-4	10	12	6	-4	-12
CC(=O)c1sc(NC(=O)C(C)(C)C)nc1C	5	1	21	-10	-15	-5	-8	3	-3	-10	4
CCOC(=O)c1c(C)[nH]c(C(=O)CSc2nnnn2-c2ccc(C)cc2)c1C	-12	12	-20	9	4	13	26	1	-5	12	2
Cc1ccc2nc(CSc3nnc4ccccn34)cc(=O)n2c1	4	-10	6	-14	-12	-2	-4	2	-21	-20	0
Cc1cccc(NC(=S)NCCc2ccc3c(c2)OCCO3)c1C	5	-8	-5	-10	-11	10	-9	5	-5	2	-12
CC12CN3CC(C)(CN(C1)C3c1c[nH]c3ccccc13)C2=O (stereo not drawn)	-2	0	-14	4	17	-21	0	-10	6	-15	8
CC(CNC1CCCCC1)OC(=O)c1ccc([N+](=O)[O-])cc1 (stereo not drawn)	-15	-1	1	2	-1	-3	-4	-3	16	-13	-8
CCCCn1c(SCC2CCCO2)nc2cc(S(N)(=O)=O)ccc21 (stereo not drawn)	1	1	-9	8	19	-9	9	-3	4	-12	-4
CCCCNC(c1ccccc1)c1ccncc1 (stereo not drawn)	-26	13	-4	2	-11	-4	-3	0	1	-9	1
O=C(CN1CC(=O)Oc2ccccc21)OCC(=O)c1ccc(Br)cc1	-1	3	-14	-8	5	-13	-37	-9	-9	-57	-10
N#CC1(N2CCN(C(=O)c3ccccc3)CC2)CCCCC1	11	-4	-5	-11	9	6	-6	14	17	-5	2
Cc1cc(S(=O)(=O)NCC(c2ccccc2)c2ccccc2)ccc1-n1cnnn1	7	-8	2	-4	22	-16	-79	11	-5	-125	3
CNC(=O)COC(=O)c1ccccc1NC(=O)c1ccco1	3	2	2	9	6	-5	-5	3	21	0	4
Cc1cc(N/N=C/c2ccncc2)nc2ccccc12	-32	12	-22	-43	-87	-27	-75	0	-14	-45	-6
COCCn1cnc2c(c1=O)c1nc3ccccc3nc1n2/N=C/c1ccc(OC)c(OC)c1	-31	17	11	14	-5	18	-15	-4	-9	-5	-9
Cc1cc(N2C(=O)CC(Cc3ccccc3)C2=O)no1 (stereo not drawn)	-27	-11	12	-12	-28	3	-13	2	1	0	1
CC(C)NC(=O)C1(C)CSCC(=O)N1CC(F)(F)F (stereo not drawn)	11	6	/	/	-6	/	/	/	-4	/	-7
CCc1noc(C)c1C(=O)Nc1sc(C(=O)N(C)C)c(C)c1C(=O)OC	-7	-14	-3	-20	-4	-15	-4	-10	16	4	-6
COc1cc2ccccc2cc1C(=O)OCC(=O)N(C)c1c(N)n(Cc2ccccc2)c(=O)[nH]c1=O	18	-4	-6	3	15	-2	6	-7	0	15	-17
COCCOC(=O)c1c(C)oc2cc(Br)c(OCC(N)=O)cc12	-19	-8	-7	1	-1	-15	9	-5	-5	-11	8
Cc1noc(C)c1C(=O)N(CC(=O)Nc1ccc(Cl)c(C(F)(F)F)c1)Cc1ccco1	15	-2	24	-5	10	0	-2	8	-28	3	-6
CN(C(=O)COC(=O)c1ccccc1SCC(=O)N1CCCC1)C1CCS(=O)(=O)C1 (stereo not drawn)	-16	-3	-5	19	-1	-9	3	10	-21	-5	5
CCCCNC(=O)COC(=O)c1cc(S(=O)(=O)N2CCCCCC2)ccc1OC	-20	9	-1	25	-4	0	4	1	-12	0	8
Cc1ccc(CN2CCNC2=O)cc1	-15	5	0	-2	0	1	11	-5	-3	15	-8
CCCCn1c(=O)[nH]c(=O)c2c(C(=O)OCC)cc(-c3ccc(OC(F)F)cc3)nc21	23	-9	-5	10	14	-12	0	2	-31	2	-1
O=C(COc1ccc(Br)cc1)N(Cc1cccs1)C1CCS(=O)(=O)C1 (stereo not drawn)	-4	7	0	16	11	-4	-29	1	5	-7	-4
Cc1ccc(-c2nnc3ccc(SCC(=O)N4CCc5ccccc54)nn23)cc1	-21	8	-34	10	24	-5	-1	11	-2	-1	3
O=C(OCC(=O)N1CCOCC1)c1ccc[nH]c1=O	-29	2	14	3	8	-3	-5	8	3	-2	1
O=c1[nH]c(CSc2ccccn2)nc2ccccc12	-55	20	12	-145	-95	-12	-24	1	-35	-101	-8
COc1cc(OC)c(NC(=O)c2csc(C)c2)cc1Cl	-5	8	-8	-15	12	-7	-19	2	-4	3	11
CN=c1scc(-c2ccc(F)cc2)n1/N=C/c1ccc(O)c(O)c1	11	74*	88*	-82	-145	9	76*	3	22	-83	2
O=C(COC(=O)c1cc([N+](=O)[O-])ccc1NCc1ccccc1)NC1CCCc2ccccc21 (stereo not drawn)	4	2	-17	21	17	-10	-17	2	-4	-6	1
O=[N+]([O-])c1ccc(-c2nc(C(Cl)Cl)c3ccccc3n2)cc1	-18	60*	-36	-13	10	20	34	-5	-5	-5	-6
CCOC(=O)C(C)n1cnc2c(nnn2Cc2ccc(Cl)cc2)c1=O (stereo not drawn)	-47	6	-28	4	12	6	-7	0	-4	8	-7
Cn1c(NCc2cccs2)nc2ccccc21	-30	12	-6	-35	-17	-1	-31	-9	-32	-34	5
CC1C/C(=N\NC(=S)NCc2ccccc2)CC(C)(C)C1 (stereo not drawn)	2	2	5	-10	2	-4	-7	-5	6	8	-4
O=c1c2cc(Cl)ccc2nc(-c2ccccc2)n1O	9	-6	18	11	-3	6	6	3	7	9	-12
CCCCCCNCc1cccc(Br)c1	-12	3	-1	7	-5	-3	-27	2	5	-3	-3
COc1cccc(-c2nc3nc(C)cc(C)n3c2NC2CCCCC2)c1	-5	1	-21	/	-3	/	-41	/	-13	/	-3
Cc1ccc(N2C(=O)CN(Cc3ccccc3)C2=S)cc1C	5	23	28	9	-10	-4	-10	-1	22	5	4
CSc1ccc(-c2nnn(Cc3ccc(Br)cc3)n2)cc1	-39	-7	-27	-8	-11	-13	-66	0	-20	-20	4
COc1ccc(C[C@](C)(N)C(=O)O)cc1OC	6	0	0	3	12	-1	5	3	13	-2	-4
COC(=O)CNC(=O)C(C)(C)Oc1ccc(Cl)cc1	-2	-11	5	14	10	-4	-8	8	1	11	-11
O=C(CCC1CCN(C(=O)c2cncs2)CC1)Nc1ccccc1	1	-9	-4	-6	-4	5	6	3	10	-15	6
Cc1cc(C)cc(Nc2ncc3c(n2)CC(c2ccco2)CC3=O)c1 (stereo not drawn)	6	-8	-5	4	4	2	-16	1	18	4	6
CN=C(Nc1ccccc1OC)SC1CC(=O)N(c2ccc(C(=O)OC)cc2)C1=O (stereo not drawn)	-12	-5	-9	-6	-7	4	9	5	5	14	-3
COc1ccc(CCN2CC(C(=O)NCCc3ccc(F)cc3)CCC2=O)cc1 (stereo not drawn)	-7	-13	8	-15	-1	-5	-16	1	-17	-8	-9
CC(=O)c1ccc(S(=O)(=O)N2CCCc3ccccc32)cc1	-14	8	25	-23	-2	-2	17	4	9	-23	-2
N#CCSc1nnc(-c2ccccc2)c(-c2ccccc2)n1	21	2	0	18	4	13	27	-3	8	-18	-1
[O-][N+](=Cc1ccccc1)c1ccc(Cl)cc1	-43	-2	-17	-33	-18	-50	-53	3	-14	-51	-5
O=C(CCC(=O)Nc1ccccc1)N/N=C/C=C/c1ccccc1	-12	28	-17	6	2	-3	-32	-2	-1	2	-4
O=C(NCCO)c1ccccc1O	-9	-6	-2	14	-13	-4	-8	-7	7	3	4
Cc1nn(-c2ccccc2)c(N)c1C(O)(CSc1nccn1C)C(F)(F)F (stereo not drawn)	0	-8	9	0	6	-3	-3	7	3	-3	3
O=C(Nc1ccccc1)OCCN1CCN(Cc2ccccc2)CCC1=O	-6	5	-7	3	11	-4	16	-6	-3	-14	-9
COc1ccccc1NS(=O)(=O)c1cccc(C(=O)N/N=C/c2ccc(NC(C)=O)cc2)c1	2	-3	-9	-14	0	3	-9	1	-26	-12	-4
C[C@@H]1CN([C@@H](C)CO)C(=O)CCCn2cc(nn2)CO[C@H]1CN(C)S(=O)(=O)c1cccc(C#N)c1	7	-9	1	-20	3	-7	5	1	4	6	-20
CCc1c(O)nc(N2CCN(Cc3ccccc3)CC2)[nH]c1=O	4	-14	6	10	8	4	16	4	-1	2	9
CSC[C@H]1CN(c2ccccc2)C(=O)[C@@H]1CC(=O)Nc1ccc(Br)cc1	2	6	8	-6	-13	1	-8	-9	13	-6	1
Nc1c(C(=O)NCc2ccc3c(c2)OCO3)nnn1CC(=O)Nc1ccc(Br)cc1	16	6	-26	-8	1	2	-14	-13	9	23	3
O=C(CSc1nccc(-c2cccs2)n1)Nc1cccc(Cl)c1	10	-32	-16	-5	7	5	-4	/	8	-2	-2

Complete entries, looked up by structure:
`O=C(CCC(=O)Nc1ccccc1)N/N=C/C=C/c1ccccc1` across the screens: SRC2 inh: -12; C8 TRAIL sens: 28; TWEAK-Fn14 inh: -17; NCOA3 inh: 6; LRH-1 inv ag: 2; EBV LMP1 NFkB: -3; TROY NFkB inh: -32; TLR9-MyD88 block: -2; COUP-TFII inh: -1; SRC1 inh: 2; NOD2 RIPK2 PPI: -4
`O=C(NCCO)c1ccccc1O` across the screens: SRC2 inh: -9; C8 TRAIL sens: -6; TWEAK-Fn14 inh: -2; NCOA3 inh: 14; LRH-1 inv ag: -13; EBV LMP1 NFkB: -4; TROY NFkB inh: -8; TLR9-MyD88 block: -7; COUP-TFII inh: 7; SRC1 inh: 3; NOD2 RIPK2 PPI: 4

Further entries.
SMILES	SRC2 inh	C8 TRAIL sens	TWEAK-Fn14 inh	NCOA3 inh	LRH-1 inv ag	EBV LMP1 NFkB	TROY NFkB inh	TLR9-MyD88 block	COUP-TFII inh	SRC1 inh	NOD2 RIPK2 PPI
COc1cc(C2Nc3ccc4ccccc4c3C3=C2C(=O)CC(C)(C)C3)ccc1OCC(=O)O (stereo not drawn)	-22	-6	19	10	9	8	-2	3	7	10	-6
Cc1c(Cl)cccc1-n1nnnc1-c1cccs1	-19	1	10	0	23	-6	-12	-3	0	-3	8
N#Cc1ccc(S(=O)(=O)NCCc2ccncc2)cc1	9	10	14	5	-2	2	-10	0	15	0	-1
CN(CC(=O)Nc1cccc(F)c1)C(=O)c1ccc(N2CCCCC2)c([N+](=O)[O-])c1	6	3	-6	-11	5	6	-22	-4	9	-3	-1

Not all compounds are listed; the hit share may differ from the screen's.
